Epigenetic derep: epigenetic control regulation, reporter derepression; murine LDR cells, GFP reporter derepression, 30 h; Potency, µM (highest dose often 53.9 µM), for the others: top-dose GFP activation, hits mostly activators; 0.2% of 280,000 active; also: % of control where 0% means no effect; nearly all actives have a fitted effect of over 60% in size
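GFP-positive cell count by laser-scanning cytometry (objects 20–120 um) after 30 h, 37 C compound exposure of murine LDR cells; reporter is CMV-GFP integrated at a silenced locus, inducible by HDAC or DNMT inhibitors.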
RECQ1 helicase: blocks DNA unwinding by human RECQ1. 0.54% of 240,000 active. AID 2549. Potency, µM (top dose mostly 57.3 µM), for inactives: at the top dose activity, negative = inhibition, most hits filed as inhibitors. P46063. RECQ1 DNA unwinding, red fluorescence kinetic read;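 also: plate controls were vehicle for no effect and no enzyme for full effect; nearly all actives have a fitted effect of over 30% in size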
Target sequence (P46063 whole entry, looked up): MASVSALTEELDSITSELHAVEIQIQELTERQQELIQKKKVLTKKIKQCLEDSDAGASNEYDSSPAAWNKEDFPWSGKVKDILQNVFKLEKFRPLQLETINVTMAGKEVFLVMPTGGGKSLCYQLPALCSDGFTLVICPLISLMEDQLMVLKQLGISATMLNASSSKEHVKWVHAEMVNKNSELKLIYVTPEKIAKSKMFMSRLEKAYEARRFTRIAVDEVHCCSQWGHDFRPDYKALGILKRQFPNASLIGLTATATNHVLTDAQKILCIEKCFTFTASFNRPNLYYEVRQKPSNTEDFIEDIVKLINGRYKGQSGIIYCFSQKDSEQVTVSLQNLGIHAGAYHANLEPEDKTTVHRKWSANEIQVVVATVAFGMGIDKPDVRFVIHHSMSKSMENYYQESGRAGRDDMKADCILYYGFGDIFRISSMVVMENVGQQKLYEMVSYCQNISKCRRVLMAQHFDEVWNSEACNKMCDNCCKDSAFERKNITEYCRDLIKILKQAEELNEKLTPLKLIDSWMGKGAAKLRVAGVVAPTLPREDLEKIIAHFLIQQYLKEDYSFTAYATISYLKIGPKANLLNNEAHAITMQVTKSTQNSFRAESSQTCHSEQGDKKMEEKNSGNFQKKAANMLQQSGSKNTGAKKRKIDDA
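50 nM RECQ1T1 preincubated 15 min with compound in Tris pH 8.0 buffer with MgCl2, DTT, Tween-20 and 2.5 ug/ml poly(dI-dC); started with 200 nM TAMRA/BHQ-2 forked duplex and 2 mM ATP. Unwinding read as fluorescence (525/598 nm), two reads 2 h apart.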
RGS12 GoLoco inh: inhibitors of human Gai1-RGS12 GoLoco interaction (red fluorophore); Gai1:RGS12 GoLoco peptide FP, rhodamine, 10 min; Potency, µM (titrated, usually from 61.6 µM), inactives show at the top dose activity, negative = inhibition, actives largely listed as inhibitors; 0.44% of 230,000 active; AID 880; active = well fitted inhibition curve with a large enough effect, not every such curve was filed as active; inactive = no such curve, though single readings can be large or run the other way; also: % is scaled to controls: 0 for no effect and ±100 for the full control effect; nearly all actives have a fitted effect of over 30% in size; many of its hits are not listed in these tables
KinaseGlo FLuc: counter-screen: inhibitors of Kinase-Glo firefly luciferase | Kinase-Glo luciferase, ATP luminescence, 8 min | Potency, µM (titrated, usually from 38.3 µM), without a hit: at the highest dose activity change, negative = inhibition, usual class: inhibitors | 0.28% of 200,000 active | AID 1379; also: % is scaled to controls: 0 for no effect and ±100 for the full control effect; nearly all actives have a fitted effect of over 60% in size
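Substrate mix (final 50 mM imidazole pH 7.2, 50 mM KCl, 7 mM MgCl2, 10 uM ATP, 0.01% Tween 20, 0.05% BSA) plus pin-tool compound, then Kinase-Glo detection mix; 8 min ambient, luminescence read.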
JMJD2E inh: JMJD2E (human) inhibition; Potency, µM (top dose mostly 57.1 µM), without a hit: top-dose activity change, negative = inhibition, actives largely listed as inhibitors; B2RXH2; 1.6% of 230,000 active; JMJD2E catalytic domain, FDH-coupled NADH fluorescence (FDH is formaldehyde dehydrogenase); active = well fitted inhibition curve with a large enough effect, not every such curve was filed as active; inconclusive = small, poorly fitted or top-dose-only effect, or another doubt; inactive = no such curve, though single readings can be large or run the other way;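 also: 0% = wells with enzyme and -100% = buffer wells without enzyme; nearly all actives have a fitted effect of over 50% in size; many of its hits are not listed in these tables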
Target sequence (B2RXH2 1-337 limits assumed): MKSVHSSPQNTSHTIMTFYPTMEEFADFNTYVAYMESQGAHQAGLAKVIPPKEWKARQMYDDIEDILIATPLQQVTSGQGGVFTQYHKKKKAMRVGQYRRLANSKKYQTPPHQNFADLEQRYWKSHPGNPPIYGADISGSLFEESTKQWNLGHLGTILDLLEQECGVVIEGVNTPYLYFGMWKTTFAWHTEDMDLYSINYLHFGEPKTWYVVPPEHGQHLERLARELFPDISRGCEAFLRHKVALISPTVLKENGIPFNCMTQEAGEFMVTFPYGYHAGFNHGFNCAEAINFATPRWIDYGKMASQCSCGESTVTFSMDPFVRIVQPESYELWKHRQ
IMPase Li inh: cell-permeable IMPase inhibitors with lithium potentiation | 0.35% of 210,000 active | Potency, µM (top dose mostly 59.4 µM), for the others: at the top dose activity, negative = IMPase inhibition, usual class: inhibitors | CHO-M1 cells, IP1 TR-FRET (IP-One), carbachol + lithium;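 also: IP1 builds up when IMPase is blocked and the TR-FRET signal falls; plate controls were basal vehicle for no effect and high inhibitor control for full effect; nearly all actives have a fitted effect of over 50% in size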
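CHO-M1, 2000 cells/well, 16–30 h culture; cpd + low Li+, 30 min 37C; lysis with d2-IP1/Eu-anti-IP1 Ab, 10 min RT; TR-FRET 665/620 ratio and 620 channel; AC50 via Hill.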
SMN2 splice enh: SMN2 splice variant enhancement. Potency, µM (highest dose often 46.1 µM), for inactives: at the highest dose activity change, positive = activation, usual class: activators. 2.8% of 210,000 active. HEK293 SMN2-luciferase splicing reporter, luminescence, 30-36 h; also: % of control where 0% means no effect; nearly all actives have a fitted effect of over 55% in size
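HEK293 cells carry an SMN2 minigene-luciferase reporter in which exon 7 inclusion puts luciferase in frame. Cells were seeded at 2000 cells/well, attached for 10-12 hours, then exposed to compounds for 30-36 hours at 37C before ONE-Glo luminescence.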
NPSR antagonist: blocks cAMP signaling of the human neuropeptide S receptor; Q6W5P4; CHO-NPSR cells, cAMP TR-FRET, antagonist mode; Potency, µM (top dose mostly 38.3 µM), for the others: at the highest dose activity change, negative = inhibition, hits mostly inhibitors; 1% of 220,000 active; also: % is scaled to controls: 0 for no effect and ±100 for the full control effect; nearly all actives have a fitted effect of over 50% in size; many of its hits are not listed in these tables
Active calls of the source: *; i = inactive; ? = inconclusive; · = not tested or not shown; & = joins results of further samples; [ ] = dose if it differs, or a comment. Unless noted, calls follow the shape of the dose curve; as a rule, active = well fitted curve in the direction sought with a large enough effect; inconclusive = small, poorly fitted or top-dose-only effect, or another doubt; inactive = no such curve, though single readings can be large; an effect the other way counts as inactive or inconclusive. Potency is read from the fitted curve at half-maximal effect. The list is partial, so the mix of outcomes need not match the whole.

molecule	Epigenetic derep	RECQ1 helicase	RGS12 GoLoco inh	KinaseGlo FLuc	JMJD2E inh	IMPase Li inh	SMN2 splice enh	NPSR antagonist
COc1cc(/C=C/C(=O)OC(C)C(=O)Nc2c(C)n(C)n(-c3ccccc3)c2=O)ccc1OCC#N (stereo not given)	-5.4%	-12.5%	7.9%	2.9%	?	4.5%	-1.1%	-4.8%
CCOc1ccc(C(=O)Nc2ccccc2C#N)cc1[N+](=O)[O-]	-1.8%	i	2.0%	-0.8%	1.1%	-5.4%	·	9.0%
O=C(NCc1cccs1)[C@@H]1CSC2c3ccccc3C(=O)N21 (stereo not given in full)	-0.7%	8.1%	5.5%	1.2%	5.9%	-10.5%[38.3 µM]	-8.7%	-10.3%[46.1 µM]
CC1CCCC(C)N1C(=O)c1cc(-c2ccc(Cl)c(Cl)c2)on1 (stereo not given)	0.0%	-9.2%	6.5%	-1.5%	-6.4%	14.1%[38.3 µM]	26.9%	?
O=C(COc1ccccc1)N1N=C(c2cccnc2)CC1(O)C(F)(F)F (stereo not given)	0.2%	-3.4%	-2.4%	8.9%	2.5%	5.2%	-29.0%	3.4%
CNC(=S)NNC(=O)c1noc(C)c1C(=O)N1CCN(C(c2ccccc2)c2ccccc2)CC1	1.1%	-6.0%	10.1%	2.5%	4.6%	-4.3%	-2.5%	-18.9%
C[C@@H]1C=C(C(=O)NCc2nc3ccccc3[nH]2)O[C@H](OCc2ccc(CO)cc2)C1	0.0%	i	6.8%	·	9.6%	·	·	-10.8%
O=C(Cc1ccc(Cl)cc1)Oc1cccc2cccnc12	0.9%	-14.0%	2.0%	4.0%	6.5%	-3.2%	-47.7%[inhibitor]	-53.5%
CN(C)c1ccc(/C=N\NC(=O)c2csnn2)cc1	3.8%	i	-0.4%	?	-20.8%	6.9%[38.3 µM]	15.8µM*	?
Cc1ccc(O)c(CO)n1	-0.8%	-1.1%	-1.8%	·	?	·	·	-20.4%
Cc1ccc(NC(=O)Nc2ncccc2C)cc1	-6.5%	-13.4%	-0.5%	-5.9%	?	14.8%[38.3 µM]	10µM*	?
CSc1nc(=O)n(-c2ccccc2)c(C)c1C(C)=O	-7.2%	-1.2%	5.8%	3.5%	-5.2%	5.2%[38.3 µM]	0.4%	4.7%[46.1 µM]
COc1ccc(Cl)cc1NC(=O)C1CCCN(S(=O)(=O)c2cccc3nonc23)C1 (stereo not given)	2.5%	3.6%	7.0%	3.1%	12.0%	1.0%	-4.0%	-9.8%[46.1 µM]
Cc1ccc(F)cc1NC(=O)N1CCCN(C(=O)OC(C)(C)C)CC1	0.0%	i	4.4%	·	0.9%	·	·	-2.0%
CCN1CCN(Cc2c(C)[nH]c3ccc(C(=O)OC)cc3c2=O)CC1	0.0%	-3.6%	1.4%	0.7%	?	24.4%[38.3 µM]	?	-1.2%[46.1 µM]
CCOCCCNC(=O)C(c1ccccc1)N(Cc1ccc2c(c1)OCO2)C(=O)CNC(C)=O (stereo not given)	-13.6%	-5.1%	0.0%	5.9%	-6.6%	9.3%	-0.1%	-3.6%[46.1 µM]
CCc1ccccc1NC(=O)c1onc(C)c1Cl	1.3%	-4.8%	4.0%	3.4%	1.9%	0.0%[38.3 µM]	17.2%	-5.4%[46.1 µM]
CN(C)S(=O)(=O)Oc1ccc(Cl)cc1C(=O)Nc1ccc(F)cc1F	3.2%	1.0%	-0.2%	0.5%	4.6%	12.2%	·	12.4%
CCN(CC)C(=O)Cn1ncc2c1-c1ccccc1OC2	-1.0%	-0.8%	-5.4%	-0.3%	1.0%	9.5%	1.7%	12.9%
O=C(CNC(=O)c1ccc(Cl)cc1)Nc1ccc(S(=O)(=O)Nc2ncccn2)cc1	-0.3%	-5.3%	3.4%	·	-5.0%	·	·	-3.8%[7.67 µM]
Cn1nc(C(C)(C)C)c(NC(=O)c2sccc2Cl)c1C(C)(C)C	1.2%	-9.6%	2.3%	·	8.3%	·	·	-21.5%
COc1cc(C(=O)Nc2ccccc2N2CCOCC2)ccc1OCc1c(C)noc1C	0.3%	-8.0%	5.4%	-4.0%	-5.7%	3.5%	4.0%	-10.5%
Cn1c(NCCc2ccccc2)cc(=O)n(C)c1=O	3.1%	i	·	0.3%	5.2%	·	·	1.7%[46.1 µM]
O=C(CSc1ncccn1)NCCc1ccccc1	-0.4%	i	-4.9%	1.8%	1.3%	6.2%[38.3 µM]	14.5%	-5.3%[46.1 µM]
CCC(C)NC(=O)CCC(=O)Nc1ccc2nc(N3CCOCC3)cc(C)c2c1 (stereo not given)	-4.9%	1.4%	5.9%	-0.3%	?	2.8%[38.3 µM]	?	-5.8%[46.1 µM]
O=C(CCCOc1ccc(Cl)cc1Cl)NCCCn1ccnc1	-4.3%	i	7.6%	1.0%	-1.2%	19.5%	?	1.3%
COC(=O)c1cc2c(cc1[N+](=O)[O-])OCO2	2.6%	1.4%	2.8%	-1.1%	-4.4%	1.6%	·	13.2%
Cc1sc2nc(CSc3ccccc3)nc(N3CCOCC3)c2c1C	0.0%	-6.5%	7.4%	2.0%	-3.9%	5.3%	1.2%	-41.9%
Cc1onc(C(=O)NC(C)c2ccccc2)c1[N+](=O)[O-] (stereo not given)	-4.4%	-13.1%	7.4%	0.3%	1.7%	-9.9%	-6.3%	16.8%
CC1CCC(NC(=O)CCNC(=O)c2ccccc2)CC1 (stereo not given)	0.0%	-6.3%	-0.5%	-2.1%	-1.1%	4.0%	-3.3%	-2.4%

Continued, starting with the last 2 of the part before.
Results follow in this order: Epigenetic derep, RECQ1 helicase, RGS12 GoLoco inh, KinaseGlo FLuc, JMJD2E inh, IMPase Li inh, SMN2 splice enh, NPSR antagonist
Cc1onc(C(=O)NC(C)c2ccccc2)c1[N+](=O)[O-] (stereo not given)
  -4.4%, -13.1%, 7.4%, 0.3%, 1.7%, -9.9%, -6.3%, 16.8%
CC1CCC(NC(=O)CCNC(=O)c2ccccc2)CC1 (stereo not given)
  0.0%, -6.3%, -0.5%, -2.1%, -1.1%, 4.0%, -3.3%, -2.4%
CCCc1cc(N2CCCC(C(=O)Nc3ccc(OC)cc3OC)C2)n2ncnc2n1 (stereo not given)
  -1.0%, -3.7%, -2.0%, -2.6%, -2.2%, 0.1%[38.3 µM], -42.3%[inhibitor], -2.5%[46.1 µM]
Cc1cc(=O)n(-c2ccc3ccccc3n2)[nH]1
  2.2%, i, 3.1%, -5.9%, 8.8%, 11.5%[38.3 µM], 20.9%, -16.0%[46.1 µM]
COc1cccc(-c2nnn(CC(=O)O)n2)c1
  0.9%, ?, -2.5%, 1.2%, 12.7%, 21.8%[38.3 µM], 9.2%, -7.0%[46.1 µM]
O=C(Nc1ccc(C(=O)N2CCCC2)cc1)c1ccc2c(c1)OCO2
  -0.7%, ?, 0.5%, 12.6µM*, -1.5%, 20.5%[38.3 µM], 16.4%, -1.7%[46.1 µM]
Cc1nc(NCCO)c2nnn(Cc3ccccc3F)c2n1
  -0.9%, -4.0%, 1.2%, 2.2%, 5.2%, -7.8%, -9.3%, -1.5%[46.1 µM]
COc1cccc(/C=N/Nc2snc(SC)c2C#N)c1O
  -0.9%, -5.2%, 7.4%, -7.8%, -24.5%, 10.8%, -61.6%[inhibitor], -26.8%
CCCOc1ccc(-c2nc(-c3ccc([N+](=O)[O-])cc3)cs2)cc1
  1.0%, -2.2%, 4.1%, ·, 5.0%, ·, ·, 1.8%
O=C(O)c1ccc(S(=O)(=O)Cc2ccccc2)cc1
  -4.8%, -9.2%, 0.9%, 5.5%, -2.1%, -5.1%[38.3 µM], 2.7%, -9.4%[46.1 µM]
CC(=O)c1ccc(-n2c(SCC(=O)c3c[nH]c4ccccc34)nc3ccccc3c2=O)cc1
  -1.0%, 4.4%, -0.6%, 5.0%, -1.4%, -23.2%, ?, -4.3%
NNC(=O)CNC(c1ccccc1)c1cc(Br)ccc1NC(=O)CCN1CCOCC1 (stereo not given)
  0.4%, -0.7%, -17.4%, -7.2%, -0.8%, 24.9%[38.3 µM], -3.1%, -12.5%[46.1 µM]
Cc1cc(C(=O)NCCc2ccc(Cl)cc2)n(-c2ccccc2)n1
  0.1%, -5.0%, -6.7%, ·, 4.6%, ·, ·, -10.3%
COc1ccc(OC)c(-c2nnc(SCC(=O)NC3CCCCC3)o2)c1
  0.9%, -14.0%, 5.5%, 3.1%, -8.2%, 15.0%[38.3 µM], 4.0%, -13.7%[46.1 µM]
CCOc1ccc(CNCCNC(=O)c2nonc2N)cc1
  1.1%&-1.0%, i, 4.9%, 3.5%, 2.8%, 0.8%, -6.8%&-11.7%, 11.2%
CCCCOc1ccccc1C(=O)NCC(=O)O
  -0.7%, i, -1.0%, 7.4%, -8.7%, 12.2%[38.3 µM], -11.5%, -4.8%[46.1 µM]
O=C(/C=C/c1cccs1)c1cc(Cl)ccc1OC(=O)N1CCOCC1
  -2.4%, -3.7%, 1.0%, 4.8%, -0.4%, 13.5%, 14.8%, -24.5%[46.1 µM]
